T cell modulator: T cell immune modulators affecting CD8 T cell-vesicle binding | calls only at 7 µM | actives 0.068% (n = 330,000) | 2C CD8+ T cell-vesicle binding, flow cytometry; active compounds read low;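 active = response, share of CD8 T cells binding vesicles, and their 90th percentile fluorescence all below set limits, cut at about 80% in these data, passing the limit was not always enough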
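Read-out – percent CD8+ FL2 mean versus row control · System – murine 2C transgenic CD8+ T lymphocytes · Times – 1.5 h cell–vesicle binding at 37 °C, then 20 min icy labelling · Control set – naked vesicles low, QL9 vesicles with vehicle high · Detection – cytometric PE anti-B7-1 and Alexa647 anti-CD8 signals after 1% paraformaldehyde fixation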
PMI inhibitors: MPI enzyme activity inhibition – biochemical, fluorescence intensity, coupled assay, primary screen (AID 1209); purified PMI enzyme, coupled fluorescence intensity; higher % means a stronger effect; inhibition, % at 20 µM; hits with a dose series show IC50 in µM; actives 0.42% (n = 190,000);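 also: plate controls were DMSO vehicle for no effect and wells lacking substrate for full effect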
MT stabilize HCS: stabilizes microtubules in HeLa cells; HeLa tubulin immunostaining HCS, 24 h; share of cells brighter than vehicle mean+2SD; % tubulin-high responders, % at 10 µM; actives 0.83% (n = 200,000); AID 2205;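 active = plate Z-score above 3 for both tubulin-high and condensed-nucleus cell shares, with cell loss under 80%, at 10 µM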;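 also: anti alpha tubulin signal scored within the nucleus-defined area of each cell; some results filed as inactive read as strong as hits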
b-catenin transl: modulators of beta-catenin nuclear translocation. AID 1665. actives 0.3% (n = 190,000). nuclear translocation activity, % at 5 µM. HeLa beta-catenin nuclear translocation, immunofluorescence imaging;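 active = nuclear translocation activity above 50% at 5 µM, with a well cell count of 50 or more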;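 also: per-cell ratio of nuclear to cytoplasmic median beta-catenin stain intensity; plate controls were DMSO negative control for no effect and GSK-3 inhibitor IX positive control for full effect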
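Technique: fluorescence imaging of beta-catenin antibody stain plus DAPI / Material: human HeLa cell line / Incubation: compound treatment 24 h, 37°C, 5% CO2 / Read-out basis: % activation of per-cell nuclear versus cytoplasmic median beta-catenin signal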
Hep lipid drop: hepatic lipid droplet formation modulation; AML12 mouse hepatocytes, oleate lipid droplets, BODIPY imaging; inhibition, % at 6.5 µM; actives 0.4% (n = 240,000);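 active = lipid droplet intensity inhibited by at least 50%, with more than 500 cells counted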
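Assay system: AML12 mouse liver cells | Compound dosing: One dose, 6.5 µM compound | Read-out basis: Droplet intensity reduction, % inhibition | Measured by: Fluorescence imaging, 20x objective, two fields per well | Schedule: Overnight treatment with compound plus oleate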
TNAP activators: human TNAP enzyme activators, primary screen, biochemical, luminescent, no phosphate acceptor, uHTS (AID 1001); purified TNAP, luminescent activation assay, no phosphate acceptor; higher activation fold means a stronger effect; activation fold at 20 µM; hits with a dose series show EC50 in µM; actives 0.03% (n = 200,000); in the data active = activation fold from about 3, or a potency from the dose series; inactive = the rest, 99 in 100 with activation fold below about 1.6; also: many of its hits are not listed in these tables
Autophagy mod: modulators of autophagy. actives 0.98% (n = 190,000). MEF GFP-LC3 puncta imaging; test concentration mostly 10 µM. calls only at 10 µM (by protocol);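 active = percentage of spot-positive cells more than 3 SD above its plate mean, without a fluorescence outlier flag or 80% toxicity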;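 also: spot-positive cell cutoff set from DMSO-treated cells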
Insulin prom up: MIN6 insulin promoter up-regulation; MIN6 insulin promoter-GFP reporter, high-content imaging; active compounds read high; z-score at 5 µM; actives 0.3% (n = 190,000);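 active = z-score above 3 at 5 µM with at least 500 cells counted in the well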
PMI inhibition: MPI inhibition at elevated mannose 6-phosphate – biochemical, fluorescence intensity, high mannose 6-phosphate, primary screen (AID 1220); one-dose inhibition, % at 20 µM; IC50 in µM for titrated hits; actives 0.66% (n = 190,000); recombinant PMI enzyme, coupled fluorescence intensity; higher % means a stronger effect
Insulin prom up cell count: second read-out of Insulin prom up, no call of its own (marks repeat the call); cell count; measured here: cytotoxicity, nuclei count;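 total cells summed across four imaged fields per well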
Hep lipid drop cells 6.5 µM: further read-out of Hep lipid drop, marked with its call; cell count; measured here: cell count, cytotoxicity flag;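 cells counted across two imaged fields per well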
b-catenin transl cell count 5 µM: further read-out of b-catenin transl, marked with its call; cell count; measured here: cell count, cytotoxicity flag
T cell modulator vesicle-bound %: second read-out of T cell modulator, no call of its own (marks repeat the call); double positive events, %; measured here: CD8+ vesicle-bound cell fraction;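 binding gate set so that unloaded-vesicle control wells show 10% double positive cells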
MT stabilize HCS Hoechst-high %: second read-out of MT stabilize HCS, no call of its own (marks repeat the call); % Hoechst-high responders; measured here: nuclear condensation Hoechst responders;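 share of cells brighter than vehicle mean plus two SD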
MT stabilize HCS cytotoxicity %: also measured in MT stabilize HCS; calls as there; toxicity, %; measured here: cytotoxicity by cell density;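 0% = mean cell density of plate MIN control wells and 100% = no cells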
Autophagy mod cell loss 18 h: further read-out of Autophagy mod, marked with its call; toxicity, %; measured here: cell loss, nuclei count;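 cell loss after 18 h compound exposure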
Starred values were filed as active, the others as inactive; i = inactive; · = not tested or not shown; + = active, no number. Rule as the data show it, unless noted: active = inhibition above about 50%; inactive = the rest.

SMILES	T cell modulator	T cell modulator vesicle-bound %	PMI inhibitors	MT stabilize HCS	MT stabilize HCS Hoechst-high %	MT stabilize HCS cytotoxicity %	b-catenin transl	b-catenin transl cell count 5 µM	Hep lipid drop	Hep lipid drop cells 6.5 µM	TNAP activators	Autophagy mod	Autophagy mod cell loss 18 h	Insulin prom up	Insulin prom up cell count	PMI inhibition
CCOC(=O)N/N=C\c1ccc([N+](=O)[O-])s1	i	44	-53%	1.4	3.0	4.4	0.0	1092	-28	721	1.1	i	-2	-0.13	1035	-23%
Cc1c(O)c(CN2CCCC2)cc2c3c(c(=O)oc12)CCC3	i	18	-5%	3.8	2.7	8.5	1.0	838	·	·	1.1	i	-16	0.46	1001	9%
CCC(=O)N1Cc2ccccc2-c2ccccc2C1=O	i	43	9%	4.0	3.3	5.6	·	·	12	754	1.1	i	-9	-0.21	1363	7%
CC(C)Cn1c(SCC(=O)Nc2ncccn2)nc2ccccc21	i	1	-5%	2.6	1.5	8.7	-2.4	1143	0	678	1	i	-1	-0.29	1232	3%
O=C(CCc1nc(-c2ccccc2F)no1)NC1CCCCCC1	i	51	-9%	4.1	2.2	1.4	0.0	1111	·	·	1	i	-5	-0.07	1245	-5%
CNS(=O)(=O)c1ccc(N=Cc2c(C)[nH]n(-c3ccc(C)cc3C)c2=O)cc1	i	27	1%	2.0	3.7	12	-2.8	1037	-37	680	0.9	i	56	-0.24	1589	7%
O=C(COc1ncnc2ccccc12)Nc1ccccc1[N+](=O)[O-]	i	48	-4%	2.8	1.9	6.3	0.7	1015	12	669	1.1	i	-3	-0.28	1219	-7%
COc1ccc(S(=O)(=O)Nc2ccccc2C)cc1C(=O)N1CCOCC1	i	55	6%	1.6	1.0	3.9	2.7	989	-3	771	1	i	-12	-0.36	1196	12%
O=C(CCCN1C(=O)c2ccccc2C1=O)N1CCc2ccccc2C1	i	34	5%	3.5	1.2	3.9	-1.4	941	·	·	1.1	i	6	1.1	1332	10%
COc1ccc2c(c1)c1ncn(CCCN3CCOCC3)c(=O)c1n2C	i	37	18%	3.6	2.5	3.7	-0.7	1089	-6	741	1.1	i	-2	0.15	839	12%
CCOc1ccc(N2CC(C(=O)OCC(=O)NCc3ccccc3)CC2=O)cc1 (stereo not given)	i	48	-6%	1.5	0.7	2.1	-0.2	1413	·	·	1	i	3	0.09	1668	-4%
CC(=O)c1ccc(-n2nncc2C)cc1	i	30	-11%	3.4	1.9	3.2	-4.5	843	·	·	1	i	-11	0	1158	-5%
CC(=O)Nc1ccc(OS(=O)(=O)c2cc(Cl)ccc2C)cc1	i	38	7%	1.8	1.4	9.4	-0.1	1046	-30	708	1	i	16	0.04	1118	5%
CCS(=O)(=O)NCCc1cc2c(OC)ccc(OC)c2[nH]c1=O	i	20	-5%	3.5	1.8	1.2	-4.3	1260	-7	759	1	i	-4	0.31	1186	-5%
Cc1nc(NC(=O)c2cccnc2)ccc1Br	i	27	9%	2.4	2.1	0.1	-0.6	977	0	803	1.1	i	4	0.77	1288	4%
Cc1ccc2cc(CCNC(=O)c3c(-c4ccccc4Cl)noc3C)c(=O)[nH]c2c1	i	39	6%	3.9	3.2	4.9	-0.9	1113	-5	637	0.9	i	2	·	·	17%
COc1ccc(C(=O)C2CCCN(C(=O)c3cc4nc(C)cc(C)n4n3)C2)cc1F (stereo not given)	i	61	1%	1.2	1.4	6.9	-0.5	1066	-5	744	1	i	-5	-0.02	1472	8%
Cc1csc2nc(CCNS(=O)(=O)c3ccc4c(c3)OCCO4)cn12	i	22	2%	3.8	2.2	4.0	-0.2	1145	·	·	1.1	i	-4	1.3	1057	5%
COCCOc1cc(NC(=O)CS(=O)CC(=O)N(C)C)c(Cl)cc1Cl (stereo not given)	i	54	10%	2.4	2.3	7.5	1.4	959	17	695	1.1	i	22	-1	1471	8%
Cn1c(CCC(=O)OCC(=O)NCc2ccc3c(c2)OCO3)nc(=O)c2ccccc21	i	31	-9%	2.1	1.1	0.1	-4.2	1013	11	699	1	i	15	0.42	1230	0%
Cc1ccccc1CCN(C(=O)CN1C(=O)c2ccccc2S1(=O)=O)C(C(=O)NCC1CCCO1)c1ccncc1 (stereo not given)	i	50	7%	1.2	2.5	8.2	-0.7	1109	13	658	1.2	i	-15	-0.88	1559	3%
CC[C@H]1OC(=O)[C@H](C)[C@@H](O[C@H]2C[C@@](C)(OC)[C@@H](O)[C@H](C)O2)[C@H](C)[C@@H](O[C@@H]2O[C@H](C)C[C@H](N(C)C)[C@H]2O)[C@](C)(O)C[C@@H](C)[C@@H]2N[C@@H](COCCOC)O[C@H]([C@H]2C)[C@]1(C)O	i	11	4%	2.8	1.7	8.5	0.4	527	9	731	1.1	i	20	·	·	1%
CC(C)c1ccccc1NC(=S)N(C)C	i	39	·	·	·	·	-0.9	1362	-8	707	·	·	·	0.92	1426	·
Cc1cc(C(F)(F)F)nn1CC(=O)NNC(=S)Nc1ccc(F)cc1	i	34	0%	1.3	2.4	2.0	·	·	13	770	1.2	i	0	·	·	-5%
Cc1ccc(CSc2nc3ccsc3c(=O)n2Cc2ccccn2)cc1	i	42	6%	3.4	2.0	5.6	-3.3	585	-2	641	1	i	34	-0.27	1293	9%
(cont.)
SMILES	T cell modulator	T cell modulator vesicle-bound %	PMI inhibitors	MT stabilize HCS	MT stabilize HCS Hoechst-high %	MT stabilize HCS cytotoxicity %	b-catenin transl	b-catenin transl cell count 5 µM	Hep lipid drop	Hep lipid drop cells 6.5 µM	TNAP activators	Autophagy mod	Autophagy mod cell loss 18 h	Insulin prom up	Insulin prom up cell count	PMI inhibition
CCOC(=O)c1ccc(NC(=O)COc2ccc(S(=O)(=O)NC(C)C)cc2)cc1	i	36	10%	3.2	0.2	19	-0.8	1127	47	772	1.1	i	2	-0.05	1096	11%
COC(=O)C1=C(O)/C(=C\c2ccc(O)c(OC)c2)N=C1C	i	9	18%	1.9	1.5	6.6	-2.7	1218	17	717	0.7	i	-10	-0.34	934	9%
O=C(COc1ccc(S(=O)(=O)N2CCCCC2)cc1)NCc1cccnc1	i	40	-3%	1.8	1.1	6.4	·	·	12	813	1.2	i	28	0.4	976	-2%
COc1ccc(COc2ccsc2C(=O)Nc2ccc(Cl)cc2)cc1	i	16	5%	1.1	1.0	6.0	-0.6	1104	-14	650	1.1	i	1	-1.1	1695	11%
CN(C)C(=O)COC(=O)c1cccc(CN2C(=O)c3ccccc3C2=O)c1	i	56	-4%	3.4	0.6	8.3	-2.1	1140	-1	671	1.1	i	-4	0	1557	-2%
CCn1c(SCC(=O)Nc2nc3c(s2)CCCC3)nnc1-c1ccccc1	i	33	-16%	4.3	2.4	7.6	-6.3	648	·	·	1	i	-10	1.1	875	-17%
O=C(Nc1nc2ccccc2s1)c1cc2c(s1)-c1ccccc1OC2	i	33	4%	3.2	3.9	4.6	-1.5	1179	·	·	1.3	+	10*	-0.78	907	4%
CC(=O)Oc1ccc(N(C(C)=O)S(=O)(=O)c2cc([N+](=O)[O-])ccc2C)cc1	i	38	5%	1.7	1.2	8.2	-1.4	940	-2	562	1.1	i	1	-0.53	1177	-10%
CC(C)(C)C1CCC(OC(=O)C[N+]2(C)CCCCC2)CC1 (stereo not given)	i	52	26%	3.7	1.8	11	0.0	1101	21	714	1.1	i	6	1.3	868	17%
Cc1cccc(NS(=O)(=O)c2cc(C(=O)OCC(=O)Nc3cc(C)on3)ccc2C)c1	i	11	24%	6.3	2.3	8.4	1.0	1062	-3	675	1.1	i	2	0.25	1816	19%
NC(=O)C(CCC(=O)c1ccc(Br)cc1)S(=O)(=O)c1ccccc1 (stereo not given)	i	48	-8%	5.2	1.7	3.4	·	·	-3	664	1	i	12	·	·	-5%
Cc1ccc(C2NC(=S)NC3=C2C(=O)CC(C)(C)C3)cc1 (stereo not given)	i	47	2%	3.4	2.6	6.1	3.1	1009	15	640	1	i	8	-1	1463	-2%
O=C(CCn1c(=O)oc2ccccc21)N1CCc2ccccc21	i	39	-8%	5.1	2.4	19	-8.1	934	·	·	1	i	75	1.1	1445	-10%
Cc1ccc(CC(=O)Nc2ccncc2)cc1	i	54	6%	3.1	1.9	17	1.4	1451	-31	666	1.1	i	0	-0.74	1085	9%
COc1ccc(C)cc1N(CC(=O)Nc1cccnc1)S(=O)(=O)c1ccc(C)cc1	i	6	6%	2.9	2.4	11	-1.3	1137	5	714	1.1	i	30	-0.24	1432	-6%
CC(=O)C1=C(C)OC(N)=C(C#N)C1c1ccncc1 (stereo not given)	i	33	4%	3.7	0.7	4.5	·	·	-2	643	1.1	i	-4	0.06	1267	-6%
N#CC1=C(N)N(c2ccccc2)C2=C(C(=O)CCC2)C1c1ccsc1 (stereo not given)	i	7	25%	1.8	2.7	10	·	·	-14	726	1.1	i	-9	-0.48	1258	28%
COC(=O)c1nonc1NCn1nnc2ccccc21	i	49	-5%	1.6	1.7	8.0	-1.9	1319	·	·	1.1	i	0	-0.04	1668	-4%
O=C(CSc1nc2c(cnn2-c2ccccc2)c(=O)[nH]1)NC1CCS(=O)(=O)C1 (stereo not given)	i	29	0%	2.9	2.0	12	-0.6	1501	·	·	1.1	i	5	-0.14	1587	-3%
